# TrxR1 inh – inhibitors of rat thioredoxin reductase 1; O89049; recombinant rTrxR1, NADPH fluorescence consumption, selenite substrate; Potency, µM (doses to about 114 µM), without a hit: top-dose activity change, negative = inhibition, usual class: inhibitors; actives 1% (n = 390,000); AID 588453; note: potency is the fitted concentration of half-maximal effect; % is set by controls: 0 for no effect and ±100 for the full control effect; nearly all actives have a fitted effect of over 65% in size
#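 Rat TrxR1 (90 nM in the dispensed reagent) was pre-reduced with 400 uM NADPH for 5 min at room temperature, then incubated with compound for 15 min. After 400 uM selenite was added, NADPH fluorescence (Ex 340/Em 450 nm) was followed for 8 min.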
# D2 agonist – activates the human D2 dopamine receptor; actives 0.53% (n = 340,000); activation, % at 2 µM; HEK293 T-REx D2 cells, calcium flux agonist mode; P14416; AID 485358;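 active = activation over 3 SD above normal in the single-dose calcium agonist read, cut at about 30% in these data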; note: 0% is about no effect
# Target sequence (P14416 whole entry, looked up): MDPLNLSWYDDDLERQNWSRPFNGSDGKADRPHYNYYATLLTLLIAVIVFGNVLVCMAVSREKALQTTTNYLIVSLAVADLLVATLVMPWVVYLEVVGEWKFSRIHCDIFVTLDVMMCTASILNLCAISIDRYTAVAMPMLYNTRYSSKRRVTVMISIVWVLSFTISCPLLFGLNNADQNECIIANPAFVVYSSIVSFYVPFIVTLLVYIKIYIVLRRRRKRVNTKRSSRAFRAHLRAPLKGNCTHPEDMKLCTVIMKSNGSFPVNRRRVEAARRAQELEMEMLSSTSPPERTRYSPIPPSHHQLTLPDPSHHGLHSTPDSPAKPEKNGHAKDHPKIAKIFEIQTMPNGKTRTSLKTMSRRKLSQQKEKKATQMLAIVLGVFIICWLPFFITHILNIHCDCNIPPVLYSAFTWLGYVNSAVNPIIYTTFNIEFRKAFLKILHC
#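 Tetracycline-induced HEK293 Trex cells with D2 receptor force-coupled to calcium signaling, plated overnight at 30 C and loaded with no-wash calcium dye. Calcium flux read kinetically for 180 s after compound addition; responses flag agonists.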
# D2 antag – antagonists of human D2 dopamine receptor; actives 2% (n = 340,000); AID 485344; P14416; HEK293 TREx D2 cells, calcium flux, dopamine EC80; inhibition, % at 10 µM; in the data active = inhibition above about 30%; note: 0% is about no effect
#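 Compounds are added to dye-loaded, induced HEK293 T-REx cells coupled to calcium release via D2; after a 3 min kinetic read an EC80 dopamine stimulus is given and fluorescence is recorded for 3 more min.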
# TRHR ag – agonists of human TRH receptor; actives 0.18% (n = 360,000); TRHR cells, calcium flux fluo-8, FDSS agonist mode; activation, % at 2 µM; AID 493084; in the data active = activation above about 30%; note: 0% is about no effect
#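 In this calcium-flux screen, cells bearing human TRHR are dye-loaded with fluo-8, baselined for 10 cycles, then exposed to library compounds; positive kinetic calcium responses during the agonist phase mark hits, with TRH as control.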
# TrxR1 substrate – rat thioredoxin reductase 1 substrate activity; Potency, µM (top dose mostly 114 µM), for inactives: top-dose activity change, negative = substrate turnover; AID 588456; purified TrxR1 substrate turnover, NADPH consumption readout; actives 0.01% (n = 390,000); note: potency is the fitted concentration of half-maximal effect; % is set by controls: 0 for no effect and ±100 for the full control effect; nearly all actives have a fitted effect of over 50% in size
#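 Rat TrxR1, dispensed at 90 nM, was prereduced with 400 uM NADPH (final) for 5 min at ~22 deg C, then incubated with compound 15 min before 400 uM selenite. A first-read NADPH fluorescence drop versus no-compound background flagged substrates.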
# TRHR enhancer – allosterically enhances the human TRH receptor | P34981 | TRHR cells, fluo-8 calcium fluorescence, EC20 TRH enhancement | enhancement, % at 2 µM | actives 0.66% (n = 360,000); in the data active = enhancement above about 30%; note: 0% is about no effect
#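 Enhancer read-out: after compound pinning and an initial kinetic agonist-mode read, an EC20 of TRH (10 nM final) was injected and fluo-8 calcium signal (Ex 480/Em 530) followed at 1 s/cycle for 100 cycles in TRHR-expressing cells.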
# Pin1 inhibitor – human Pin1 inhibition; Pin1 FP peptide displacement, HiFluor488, 10 min; Potency, µM (top dose mostly 115 µM), without a hit: at the highest dose activity, negative = inhibition, most hits filed as inhibitors; actives 0.009% (n = 390,000); AID 504891; active = well fitted inhibition curve with a large enough effect in the polarisation, with a control signal flat, not every such curve was filed as active; inconclusive = small, poorly fitted or top-dose-only effect, or effect the other way, or a change in a side signal; inactive = no such curve, though single readings can be large or run the other way; the % refers to the polarisation; note: potency is the fitted concentration of half-maximal effect; % is set by controls: 0 for no effect and ±100 for the full control effect
# Target sequence (Q13526 whole entry, looked up): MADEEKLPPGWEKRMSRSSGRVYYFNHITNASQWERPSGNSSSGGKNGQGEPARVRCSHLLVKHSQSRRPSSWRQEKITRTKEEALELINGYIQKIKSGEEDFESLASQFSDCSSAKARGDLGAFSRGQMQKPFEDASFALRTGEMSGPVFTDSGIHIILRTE
# USP1-UAF1 inh – USP1/UAF1 (human) deubiquitinase inhibition. actives 0.23% (n = 390,000). recombinant USP1/UAF1, Ub-Rhodamine cleavage fluorescence. Potency, µM (titrated, usually from 57.1 µM), inactives show top-dose activity change, negative = inhibition, actives largely listed as inhibitors. O94782; note: potency is the fitted concentration of half-maximal effect; % is set by controls: 0 for no effect and ±100 for the full control effect; nearly all actives have a fitted effect of over 60% in size; inactives centre near -12
#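 USP1/UAF1 complex at 1 nM was preincubated with compound for 15 min at room temperature, then Ub-Rho substrate (150nM final) was added. Fluorescence (480/540 nm) was read kinetically, 6 reads every 60 seconds.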
# IDH1 R132H inh – human IDH1 R132H inhibition; O75874; IDH1-R132H enzyme, NADPH consumption, diaphorase/resazurin fluorescence; Potency, µM (highest dose often 76.6 µM), for inactives: top-dose activity change, negative = inhibition, most hits filed as inhibitors; actives 0.093% (n = 390,000); AID 602179; note: potency is the fitted concentration of half-maximal effect; % is set by controls: 0 for no effect and ±100 for the full control effect; nearly all actives have a fitted effect of over 65% in size
# Target sequence (O75874 whole entry R132H, stated change not applied): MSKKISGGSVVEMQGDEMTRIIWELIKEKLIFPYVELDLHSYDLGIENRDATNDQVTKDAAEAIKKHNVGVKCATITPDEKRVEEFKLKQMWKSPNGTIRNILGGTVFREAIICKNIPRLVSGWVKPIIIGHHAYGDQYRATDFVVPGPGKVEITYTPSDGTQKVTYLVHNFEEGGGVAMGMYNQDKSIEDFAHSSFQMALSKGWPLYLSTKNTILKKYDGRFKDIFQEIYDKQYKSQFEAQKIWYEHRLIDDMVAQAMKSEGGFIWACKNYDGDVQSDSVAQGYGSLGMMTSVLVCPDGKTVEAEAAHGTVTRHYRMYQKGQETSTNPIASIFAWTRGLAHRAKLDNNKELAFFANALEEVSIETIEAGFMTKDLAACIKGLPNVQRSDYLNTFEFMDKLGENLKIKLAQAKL
#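 IDH1-R132H (0.5 ug/mL) preincubated 30 min with compound, then NADPH (0.016 mM) and alpha-KG (2 mM) added; 80 min at RT, pH 7.5. Remaining NADPH coupled via diaphorase/resazurin to fluorescence (540/590 nm); concentration-response curves normalized to no-enzyme control.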
# * marks the source's active call; other numbers are inactive results; ? = inconclusive; . = not tested or not shown; & = joins results of further samples; [ ] = remark or other dose. Unless noted, calls come from the whole dose curve; as a rule, active = well fitted inhibition curve with a large enough effect; inconclusive = small, poorly fitted or top-dose-only effect; inactive = no such curve, though single readings can be large or run the other way.
# Below each compound: D2 antag	TrxR1 inh	TRHR ag	TRHR enhancer	TrxR1 substrate	IDH1 R132H inh	USP1-UAF1 inh	Pin1 inhibitor	D2 agonist
[1] COc1nc(OC)nc(N2CCC(C(=O)Nc3cccc4ccccc34)CC2)n1
  9	3%	-0.8	1	5%	9%	-3%	-2%	-1.1
[2] Cc1cccc(C(=O)N2CCC(c3nc(-c4ccc(S(=O)(=O)N5CCOCC5)cc4)no3)CC2)c1
  -5	4%	-0.2	-9	4%	0%	?	-1%	-0.3
[3] CC(=O)Nc1cccc(-c2nc3ccccc3c(=O)o2)c1
  -15	-7%	0.3	1	0%	8%	-18%	0%	-1.1
[4] O=C(O)c1cc(NC(=O)c2ccc3c(c2)C(=O)N(Cc2ccccc2)C3=O)cc(C(=O)O)c1
  9	0%	-0.2	2	-5%	9%	-25%	-4%	-0.3
[5] Nc1c2c(nn1-c1ccc(C(=O)O)cc1)CNC2
  19	7%	-0.5	-6	6%	7%	-12%	-3%	0.2
[6] Cc1ccc(-c2nc3ccccc3c(C(=O)NCc3cccs3)c2C)cc1
  5	16%[57.1 µM]	0.1	-3	-7%[57.1 µM]	6%	-21%	0%	0.5
[7] C/C(=N\NC(=O)Cc1ccccc1)c1cccs1
  .	24%	0.2	-8	11%[57.1 µM]	13%	-4%	2%	.
[8] COc1ccc(-n2nc(C)c3c(=O)c4c([nH]c32)CCCC4)cc1
  24	18%	0.0	-1	8%	7%	-23%	-10%	-0.6
[9] CNC(=O)c1[nH]cnc1C(=O)N[C@@H](Cc1ccccc1)C(=O)OCc1ccccc1
  14	-7%	-0.7	21	-11%[57.1 µM]	9%	-20%	-1%	0.4
[10] N#CC1=C2SCN(C3CCCCC3)CN2C(=O)CC1c1c(F)cccc1Cl (configuration not stated)
  .	?	1.2	7	-14%	2%	32µM*	7%	0.3
[11] CN(C)CCN1CC(C(=O)O)CC1=O (configuration not stated)
  2	-4%	0.3	-3	-6%	0%	-21%	4%	0.6
[12] Cc1cc(C)cc(C(=O)Nc2nnc(SCC(=O)NCC3CCCO3)s2)c1 (configuration not stated)
  -14	9%	0.3	-9	2%	9%	-8%	-10%	-0.2
[13] O=C(CCC(=O)N(CC(=O)NC1CCCCC1)Cc1ccccc1)Nc1nccs1
  -14	20%[57.1 µM]	0.1	-1	-7%	-3%	-8%	-1%	0.1
[14] COc1ccc(NC(=O)CN(C)C(=O)c2c(-c3ccccc3Cl)noc2C)cc1
  -8	-3%	-0.4	-3	-5%	8%	-18%	-4%	-0.6
[15] Cc1ccc(CN(Cc2ccco2)C(=O)c2ccco2)cc1
  14	15%	0.1	-2	8%	-4%	-12%	3%	-0.5
[16] CCC1CCc2sc(C(=O)NCC3CCCO3)cc2C1 (configuration not stated)
  4	20%	-1.7	2	-3%	0%	-14%	-2%	0.0
[17] CC(OC(=O)c1ccc2c(=O)n3c(nc2c1)CCCCC3)C(N)=O (configuration not stated)
  2	0%[57.1 µM]	0.2	0	6%[57.1 µM]	-2%	-1%	4%	1.0
[18] O=C(c1ccc[nH]1)N1O[C@@H]2C=C[C@H]1C2
  .	-34%	.	.	2%	-2%	?	-4%	.
[19] COc1ccc(OC)c(S(=O)(=O)N2CCC(C(=O)NCc3ccccn3)CC2)c1
  .	-10%[57.1 µM]	0.7	-1	-4%[57.1 µM]	-10%	-1%	-1%	.
[20] CN1C(=O)C(=O)N(CC(=O)Nc2ccccc2OC(F)F)C1=O
  .	13%	0.1	3	-1%	7%	-20%	-6%	.
[21] COc1ccc2c(c1)c(=O)c(S(=O)(=O)c1ccc(C)c(C)c1)cn2CC(=O)Nc1ccccc1
  .	-1%	3.1	1	1%	-8%	-21%	17%	0.2
[22] COc1ccc(-c2nc(CS(=O)CC(=O)NCc3ccc(F)cc3)c(C)o2)cc1OC (configuration not stated)
  .	-6%	0.1	-3	9%	-19%	-9%	3%	0.1
[23] CCC(=O)c1ccc(OCC(=O)N(C)CC(=O)Nc2cccc(F)c2)cc1
  -4	1%[57.1 µM]	-0.4	3	3%	15%	-13%	1%	0.1
[24] O=C1N/C(=N\N=C\c2cccnc2)SC1Cc1ccc(SC(F)F)cc1 (configuration not stated)
  0	21%	-0.1	1	-5%	3%	-15%	15%	0.4
[25] CCCCOc1ccc(C2=NC(c3ccncc3)=Nc3ccc(Br)cc3N2)cc1
  .	0%	-1.2	-3	-7%	13%	-10%	-2%	-0.7
[26] CC1=Nc2cc(C(=O)NCCCOC(C)C)ccc2Sc2ccccc21
  3	-14%	0.0	7	-4%	10%	-18%	7%	-0.2
[27] CC[C@H](C)C(=O)N[C@H]1CCCN1C(=O)/C=C/c1ccccc1
  3	-9%[57.1 µM]	-0.6	13	-1%[57.1 µM]	-6%	?	-1%	-0.4
[28] COc1ccccc1CNC(=O)COC(=O)Cc1cccs1
  1	9%[57.1 µM]	-1.3	43*	4%[57.1 µM]	5%	-21%	5%	-0.2
[29] O=C(c1ccccc1)c1c[nH]c2cc3c(cc2c1=O)OCO3
  22	.	0.1	4	.	.	.	.	-0.5
[30] Cc1ccc(SCCN2CCC(O)CCC2=O)cc1 (configuration not stated)
  1	25%&9%	-0.2	-6	1%&2%	27%	-5%	-6%	0.3
[31] O=C(C1CCC1)N1CCN(c2ccccc2)CC1
  2	11%	0.2	-2	-1%	1%	-14%	-5%	-0.5
[32] N#Cc1ccccc1CSc1ncccc1C(=O)O
  1	14%	-0.9	7	-1%	-3%	-2%	-7%	-0.9
[33] O=C(c1ccc(NS(=O)(=O)c2ccc(F)cc2)cc1)N1CCC1
  42*	-2%	1.4	0	-3%	3%	-11%	0%	-0.5
[34] Cc1cc(C)c2c(=O)[nH]c(SCC(=O)NCCc3ccccc3)nc2n1
  -5	-2%	0.3	2	17%	-3%	0%	3%	0.9
[35] CC/C(=C\C(=O)c1cccnc1)Nc1ccc(C)c(C)c1
  11	-33%	-0.2	-7	-14%	6%	3%	-12%	-0.7
[36] Cc1ccc(-c2nnc3n2CCCCC3)cc1
  -14	6%[57.1 µM]	-0.5	4	10%[57.1 µM]	1%	-17%	-1%	0.0
[37] Cc1ccc(/C=C/C(=O)N2CCN(S(=O)(=O)c3cccs3)CC2)o1
  5	?	-0.3	3	1%	6%	-8%	2%	-0.2
[38] Cc1cc(C(=O)CSc2nnc(N)s2)c(C)n1CCc1ccc(Cl)cc1
  -20	-5%	-0.4	7	-1%	12%	-20%	12%	0.5
[39] C=CCNc1nc(-c2c(C)nc3sccn23)cs1
  -5	15%	0.1	-1	-1%	-5%	-20%	-2%	0.4
[40] CC(Oc1cccc(F)c1)C(=O)Nc1ccc(N2CCOCC2)cc1 (configuration not stated)
  -3	5%	0.8	9	0%	-6%	-21%	2%	-0.8
[41] CCN(CC(=O)NCc1cccs1)S(=O)(=O)c1ccc(C(C)C)cc1
  6	7%	-0.2	2	0%	2%	6%	4%	0.1
[42] Cc1ccc(CNC(=O)c2cnn3c(C)c(Cc4c(F)cccc4Cl)c(C)nc23)cc1
  .	8%[57.1 µM]	0.2	1	8%[57.1 µM]	-1%	0%	6%	0.3
[43] CC(=O)c1cc(F)c(N2CCCCCC2)cc1C
  12	7%[57.1 µM]	-0.4	13	-3%	2%	-19%	3%	-0.7
[44] CCN(CC)S(=O)(=O)c1ccc(N2CC(C(=O)NC3(C)CCS(=O)(=O)C3)CC2=O)cc1 (configuration not stated)
  -5	23%	-1.2	1	0%	-2%	-14%	6%	0.2

# Numbers 43–44 from above:
# Below each compound: D2 antag	TrxR1 inh	TRHR ag	TRHR enhancer	TrxR1 substrate	IDH1 R132H inh	USP1-UAF1 inh	Pin1 inhibitor	D2 agonist
[43] CC(=O)c1cc(F)c(N2CCCCCC2)cc1C
  12	7%[57.1 µM]	-0.4	13	-3%	2%	-19%	3%	-0.7
[44] CCN(CC)S(=O)(=O)c1ccc(N2CC(C(=O)NC3(C)CCS(=O)(=O)C3)CC2=O)cc1 (configuration not stated)
  -5	23%	-1.2	1	0%	-2%	-14%	6%	0.2

# 4 entries picked at random from those above, as already listed:
# Below each compound: D2 antag	TrxR1 inh	TRHR ag	TRHR enhancer	TrxR1 substrate	IDH1 R132H inh	USP1-UAF1 inh	Pin1 inhibitor	D2 agonist
[40] CC(Oc1cccc(F)c1)C(=O)Nc1ccc(N2CCOCC2)cc1 (configuration not stated)
  -3	5%	0.8	9	0%	-6%	-21%	2%	-0.8
[34] Cc1cc(C)c2c(=O)[nH]c(SCC(=O)NCCc3ccccc3)nc2n1
  -5	-2%	0.3	2	17%	-3%	0%	3%	0.9
[32] N#Cc1ccccc1CSc1ncccc1C(=O)O
  1	14%	-0.9	7	-1%	-3%	-2%	-7%	-0.9
[43] CC(=O)c1cc(F)c(N2CCCCCC2)cc1C
  12	7%[57.1 µM]	-0.4	13	-3%	2%	-19%	3%	-0.7

# Whole records, looked up by structure. Order of screens: D2 antag	TrxR1 inh	TRHR ag	TRHR enhancer	TrxR1 substrate	IDH1 R132H inh	USP1-UAF1 inh	Pin1 inhibitor	D2 agonist
# Profile of Nc1c2c(nn1-c1ccc(C(=O)O)cc1)CNC2 = 19	7%	-0.5	-6	6%	7%	-12%	-3%	0.2
# Profile of O=C(c1ccc(NS(=O)(=O)c2ccc(F)cc2)cc1)N1CCC1 = 42*	-2%	1.4	0	-3%	3%	-11%	0%	-0.5
# Profile of Cc1ccc(CN(Cc2ccco2)C(=O)c2ccco2)cc1 = 14	15%	0.1	-2	8%	-4%	-12%	3%	-0.5

# Assay outcomes: PubChem BioAssay, National Center for Advancing Translational Sciences (NCATS)

# Some of the compounds tested (hit frequency here may not be typical).
